12-LOX inh – inhibitors of human 12S-lipoxygenase ALOX12 | purified 12hLO, xylenol orange hydroperoxide absorbance | Potency, µM (series often up to 108 µM), inactives show at the highest dose activity change, negative = inhibition, actives largely listed as inhibitors | 580,000 tested, 1.1% active | AID 1671190; active means well fitted inhibition curve with a large enough effect; inconclusive means small, poorly fitted or top-dose-only effect, or another doubt; inactive means no such curve, though single readings can be large or run the other way
Target sequence (P18054 whole entry, looked up): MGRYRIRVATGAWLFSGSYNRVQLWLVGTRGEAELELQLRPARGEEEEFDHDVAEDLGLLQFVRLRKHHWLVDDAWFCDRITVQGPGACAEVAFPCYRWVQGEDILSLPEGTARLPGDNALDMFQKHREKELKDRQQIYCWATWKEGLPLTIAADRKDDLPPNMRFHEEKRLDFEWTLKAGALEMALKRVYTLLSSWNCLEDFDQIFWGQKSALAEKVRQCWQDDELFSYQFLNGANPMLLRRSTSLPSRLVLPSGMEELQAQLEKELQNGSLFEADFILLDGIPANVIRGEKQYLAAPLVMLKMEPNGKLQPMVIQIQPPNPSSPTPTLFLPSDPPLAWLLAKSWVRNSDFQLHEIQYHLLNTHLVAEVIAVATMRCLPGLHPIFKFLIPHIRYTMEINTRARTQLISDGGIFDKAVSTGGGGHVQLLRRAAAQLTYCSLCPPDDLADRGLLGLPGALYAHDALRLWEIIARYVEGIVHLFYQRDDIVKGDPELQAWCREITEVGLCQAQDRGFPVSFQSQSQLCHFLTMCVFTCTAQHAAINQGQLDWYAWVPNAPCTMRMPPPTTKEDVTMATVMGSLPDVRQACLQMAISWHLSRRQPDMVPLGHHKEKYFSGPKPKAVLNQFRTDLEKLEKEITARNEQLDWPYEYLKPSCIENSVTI
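Purified human 12hLO (150 nM final) in 25 mM Hepes, 0.01% Triton X-100, pH 7.0 was preincubated 15 min at room temperature with compound. Then 40 uM arachidonic acid was added, 30 min. Hydroperoxide was read by Fe-XO absorbance ratio 573/405 nm.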
The depositor's hits bear a star; ? = inconclusive; & = joins results of further samples; [ ] = dose if it differs, or a comment. On the % scale 0 is the no-effect control and ±100 the full control effect; potency means the concentration at half of the fitted maximal effect. Only part of the results is shown. The share of hits here may be higher or lower than overall.

SMILES	12-LOX inh
O=C(NCC1CCCCC1)c1cccnc1N1CC2CC(C1)[C@H]1CCCC(=O)N1C2 (stereo partly specified)	46%
CCN(Cc1nccn1C)C(=O)c1ccc(N2CCC(N(C)C)C2)nc1 (stereo unspecified)	18%
Cc1cc(C(=O)N2CC(Oc3ccc(-c4nc(-c5ccccc5)no4)cc3)C2)n[nH]1	40%[activator]
CN1c2cc(C(=O)NC3CCCCCC3)ccc2C(=O)N2CCCC21 (stereo unspecified)	52%[activator]
C[C@@H]1CN(c2cc(C3CC3)ncn2)C[C@@]1(O)C1CCC1	9%
CCNC(=O)c1c(C)oc2c1CN(C(=O)CC)CC2	8%
COc1ccc(CNCC#Cc2ccc(C(F)(F)F)cc2)c(OC)c1	-1%
COCCc1nncn1C1CCN(C(=O)c2ccc(C)c(C)c2)CC1	54%[activator]
O=C(Nc1ccccc1)N1CCC2(C1)C(=O)N(CCc1ccccc1)c1ccccc12 (stereo unspecified)	47%&27%[activator]
COC(=O)CC1CCN(C(=O)C[C@H]2NC(=O)c3ccccc3NC2=O)CC1	55%[activator]
CCCN(C(=O)CCc1cn(CCC)c2ccccc12)c1ccc(Oc2cccnc2)cc1	-20%
Cc1cc(S(=O)(=O)N2CCC(N(C(=O)C3CC3)C3CCOCC3)CC2)ccc1Cl	9%
CCn1cnnc1CCNC(=O)CC1C(=O)NCCN1Cc1ccccc1 (stereo unspecified)	58%[activator]
COc1ccc(CCNC(=O)c2c(C)noc2-c2ccco2)cc1OC	10%
O=C(N[C@H]1CO[C@H]2[C@@H]1OC[C@@H]2n1nnnc1-c1ccc2c(c1)OCO2)C1CC1	-3%[176 µM]
COc1cccc(CN2CC3(C2)C(=O)N(Cc2ccccc2F)C(=O)[C@@H]2C[C@@H](O)CN23)c1	10%
Cc1noc(C)c1Cn1cc2c3c(cccc31)[C@H](CC(C)C)N[C@H](C(=O)NCc1ccco1)C2	43%[activator]
CCN(CC)C(=O)CC[C@@H]1CNC(=O)[C@@H]2C[C@H](NCc3ccc(F)cc3)CN12	6%[176 µM]
O=C1NCCCN1C1CCN(Cc2ccccc2)CC1	39%[activator][176 µM]
O=C(O)C1(Oc2cccc(F)c2)CCN(Cc2ccc(CO)o2)CC1	7%
COC(=O)[C@]12C[C@H](CC(=O)NCc3cccc4ccccc34)C(=O)N(CCc3ccc(OC)c(OC)c3)C1=C[C@H](C(C)(C)C)O[C@@H]2C	-8%
Cc1cc2nc3n(c(=O)c2n1CC(=O)Nc1ccc(Br)cc1F)CCCCC3	?
O=c1ncn(Cc2ccccc2)c2ccc(-c3ccc(O)c(F)c3)nc12	14%[176 µM]
O=C(Nc1ccon1)c1cnc2n[nH]c(-c3ccccc3)c2n1	58%[activator][176 µM]
O=C(NCc1ccc2c(c1)OCO2)c1ccc2c(c1)CC(=O)N2Cc1ccc(F)cc1	-23%
O=C1CC2(CCN(c3nc(-c4ccccc4)nc4c3CCC4)CC2)CN1	21%
C[C@@H]1ON(C)[C@H]2C[C@H]3c4[nH]c5c(-c6ccccc6)cccc5c4CCN3C[C@@H]12	?
COc1ccc(-c2cc(N3CCC(NC(=O)c4ccccc4Br)C3)n[nH]2)cc1 (stereo unspecified)	55%[activator]
COc1ccc(-c2cc(N3CCCC(NC(=O)c4ccc(C)cc4)C3)n[nH]2)cc1 (stereo unspecified)	?
Cc1ccc(S(=O)(=O)c2nnn3c2nc(NC2CCCC2)c2ccccc23)cc1C	0%[6.33 µM]
O=C(N[C@H]1CCN2C(=O)c3cc(-c4ccc(F)cc4F)ccc3NC(=O)[C@@H]2C1)c1cccs1	13%
CCc1ccccc1NC(=O)Cn1c(-c2cccc(Cl)c2)nc(C)c(CCO)c1=O	-20%
CN(C)C[C@@H]1CN(c2ccncn2)C[C@H]1NC(=O)c1ccco1	49%[activator]
O=C(c1ccc(Cl)cc1)N1CCC(N2CCNC2=O)CC1	8%[6.33 µM]
COC(=O)[C@H](Cc1ccccc1)NC1CCN(c2cccc(NC(=O)CC3CCCC3)c2)CC1	6%
O=C(c1ccc(F)cc1)N1CCC(N2CCCCCC2=O)CC1	36%&17%[176 µM]
CCc1cc(NCC(O)CN2CCCC2)ncn1 (stereo unspecified)	63%[activator]
CCOc1nccn2c(-c3ccc(CNC(=O)c4ccnn4C)cc3)cnc12	-22%[176 µM]
O=C(O)C1(CCc2ccccc2)CCCN(c2ncnc3nc[nH]c23)C1 (stereo unspecified)	?
CC(C)n1nnnc1C1(C)Cn2nccc2C(=O)N1Cc1cccc(C(F)(F)F)c1 (stereo unspecified)	8%
CN(CC1CCOC1)S(=O)(=O)c1cccc(F)c1 (stereo unspecified)	5%
C[C@H]1[C@@H]2[C@@H](O)C([C@H](C)C(=O)NC3CCCCC3)CC[C@@]2(C)CC[C@@H]1NC(=O)c1cnccn1 (stereo partly specified)	64%[activator]
O=C(c1ccccc1F)N1CCn2c(nnc2-c2cccnc2)C1	9%[6.33 µM]
Cc1cccc(C(=O)N2C(C(=O)NC3CC3)COC23CCN(C(=O)C(C)(C)C)CC3)c1 (stereo unspecified)	-9%
O=C(Cn1nc2c(cc1=O)CCCC2)NCCc1c[nH]c2ccc(F)cc12	7%
C[C@@H](NC(=O)COc1ccccc1)c1c(-c2ccc(Cl)cc2)noc1C(=O)O	?
CN(C)CC1(O)CCC2(CCN(C(=O)c3cccn3C)CC2)CC1	58%[activator]
O=C(N[C@@H](CO)[C@H](O)c1ccc([N+](=O)[O-])cc1)C(Cl)Cl	?
COC(=O)C1CN(Cc2ccc(C)cc2)CCS(=O)(=O)N1Cc1cn(Cc2ccccc2)nn1 (stereo unspecified)	?
Cc1cccc(CC(=O)N2CCCCC2c2n[nH]c(C)n2)c1 (stereo unspecified)	5%

Following part.
SMILES	12-LOX inh
CC(C)(C)C(=O)Nc1nc2c(s1)C[C@@H]1[C@](C)(CO)[C@H](O)CC[C@@]1(C)[C@@H]2CC(=O)Nc1cccc(O)c1	23%
COc1cccc(CC(=O)N[C@@H](Cc2ccccc2)C(=O)N2CCCOCCNC(=O)CC2)c1	20%
COc1nccnc1NC1CCN(C(=O)c2ccc3[nH]ccc3c2)CC1	4%
O=C(Cc1ccsc1)N1CCC(n2cc(-c3nc(-c4ccccc4)no3)nn2)C1 (stereo unspecified)	9%
O=C(O)CC[C@@H]1CN(c2nnnn2-c2ccccc2)CC[C@@H]1N1CCOCC1	10%
Cn1cc(C(=O)N2CCCCCCNC(=O)[C@@H]3CCC[C@@H]32)cn1	28%
Cc1ccc(-c2ncc3c(n2)OCCN(c2ccccc2)C3=O)cc1F	2%[176 µM]
Cc1ncc(-c2ccccc2)[nH]1	7%[22.9 µM]
OC1CCC(Nc2nccc3[nH]c(-c4cccc(C(F)(F)F)c4)nc23)CC1 (stereo unspecified)	-34%
O=C(Cn1ccn2nc(-c3ccc(F)cc3)c(CO)c2c1=O)NCCCc1ccccc1	8%
O=C(CC1CCCN(c2cnn(CC3CC3)c(=O)c2)C1)NCc1cccc(F)c1 (stereo unspecified)	4%
COc1cc(F)ccc1-c1ccnc2nc(C3CCC3)nn12	27%
COc1ccc(C2CC(=O)C(c3ccc(Br)cc3)=CN2Cc2ccccc2)cc1 (stereo unspecified)	-14%
Cc1cnc(C)n1C1CCCN(C(=O)C2CCOCC2)C1 (stereo unspecified)	13%
O=C(CN1C(=O)NC(c2ccc(Cl)cc2)C2=C1COC2=O)NC1CCCC1 (stereo unspecified)	25%
COc1ccccc1C(=O)N1CCC2(CC1)CC(=O)Nc1ccccc1O2	23%
COc1ccc(NC(=O)c2cnc3c(c2)N(C(=O)Cc2ccc(O)cc2)CCC3)cn1	8%[176 µM]
O=C(c1ccncc1)N1CCCCCCn2c(nnc2-c2ccc(F)cc2)CC1	21%
O=C(Nc1ccc2ncnc(N3CCCC3)c2c1)c1ccc(OC(F)(F)F)cc1	?
O=C(NC1CCc2nnc(C3CC3)n2CC1)c1ccoc1 (stereo unspecified)	74%[activator]
COc1ccc(-c2noc(-c3nc(-c4ccc(N(C)C)cc4)no3)n2)cc1OC	5%
COc1ccc2[nH]c(C(=O)N3C[C@@H](CO)[C@H](c4ccncc4)C3)cc2c1	11%
O=C(Cc1ccc(Cl)cc1)N1C[C@@H](CO)[C@H](c2ccccn2)C1	46%
CCc1cc(=O)n(CC(=O)NCc2cccc(OC)c2)c(N2CCOCC2)n1	-4%
CC1CCCN(C(=O)Cn2ccn3nc(-c4ccc(F)cc4)c(CO)c3c2=O)C1 (stereo unspecified)	36%[activator]
COCc1cc(C[C@@H]2C[C@H](NS(C)(=O)=O)C2(C)C)no1	56%[activator][176 µM]
CC1CN(c2ccc(Cl)cc2)C(=O)CN1C(=O)CCn1cccc1 (stereo unspecified)	-13%
CCOc1ccc(NC(=O)Cn2c(N3CCN(c4ccccc4)CC3)nc(C)cc2=O)cc1	?
CCC1(N2CCN(C(=O)c3ccc(C(F)(F)F)cc3)CC2)CCN(S(C)(=O)=O)C1 (stereo unspecified)	13%
CCc1cc(CN(C)C(=O)c2oc3cc(OC)ccc3c2C)on1	15%
CC[C@H]1CN(C(=O)NC(C)C)CC[C@H]1CC(=O)NC1CC1	50%[activator][176 µM]
COC(=O)c1cn([C@H]2CO[C@H]3[C@@H]2OC[C@H]3OC(=O)Nc2cccc(C#N)c2)nn1	21%[176 µM]
CN1CCN(C(=O)N2CCCC(CNS(=O)(=O)c3cccs3)C2)CC1 (stereo unspecified)	?
Cc1ccc(-n2c(C3CCN(C(=O)c4ccc(C(C)(C)C)cc4)CC3)n[nH]c2=O)cc1	?
FC(F)(F)c1ccc(CN2CC(N3CCc4ccccc43)C2)cc1	8%[6.33 µM]
Cc1nc2ccc(C(=O)N3CC[C@](C)(O)[C@@H](O)C3)cc2nc1C	30%[activator]
Cn1ccnc1C(=O)N1CCCN(S(C)(=O)=O)C(c2ccccc2)CC(=O)NCC1 (stereo unspecified)	40%[activator]
O=C(NC1C[C@H]2CC[C@@H](C1)N2C(=O)CCc1nc2ccccc2s1)c1ccncc1 (stereo partly specified)	5%
CCCNC(=O)N(C1CCOCC1)C1CCN(C(=O)c2ccc(OC)nc2)CC1	41%[activator]
O=C(NC1CC1)c1cc(C2CC2)nc2c1c(C1CCCN1)nn2-c1ccccc1 (stereo unspecified)	3%[12.5 µM]

The list goes on; it opens with the 3 that closed the last part.
SMILES	12-LOX inh
O=C(NC1C[C@H]2CC[C@@H](C1)N2C(=O)CCc1nc2ccccc2s1)c1ccncc1 (stereo partly specified)	5%
CCCNC(=O)N(C1CCOCC1)C1CCN(C(=O)c2ccc(OC)nc2)CC1	41%[activator]
O=C(NC1CC1)c1cc(C2CC2)nc2c1c(C1CCCN1)nn2-c1ccccc1 (stereo unspecified)	3%[12.5 µM]
Cc1noc2c(NCc3cccnc3)cc(-c3cccc(C(F)(F)F)c3)nc12	1%[176 µM]
COCCN1C(=O)[C@@H]2C[C@@H](CN2C(=O)c2ccccc2)Oc2ccccc21	20%[176 µM]
O=C(Cn1cnnn1)N1CCc2ncnc(NC[C@H]3CCCO3)c2CC1	-5%
Fc1cccc(CN2CCNc3cc(Nc4ccccc4)ncc3C2)c1	2%[176 µM]
O=C(NC1C[C@H]2CC[C@@H](C1)N2S(=O)(=O)c1cccs1)c1ccncc1 (stereo partly specified)	?
COc1ccc(-c2noc([C@@H]3CCCN3C(=O)c3ccc(C)cc3)n2)cc1OC	19%
COc1cccc(NC(=O)C2CCN(c3cn[nH]c(=O)c3)C2)c1 (stereo unspecified)	25%
O=C(c1ccccn1)N1CCn2c(nn(-c3ccc(Cl)cc3)c2=O)C1	2%[6.33 µM]
Cn1ncc(N2CCC(C(=O)Nc3ccccc3)C2)cc1=O (stereo unspecified)	9%
Nc1cc(-c2ccccc2)nc2ccccc12	0%

4 of the compounds above, field by field:
COCCN1C(=O)[C@@H]2C[C@@H](CN2C(=O)c2ccccc2)Oc2ccccc21
  12-LOX inh: 20%[176 µM]
O=C(Cn1cnnn1)N1CCc2ncnc(NC[C@H]3CCCO3)c2CC1
  12-LOX inh: -5%
Fc1cccc(CN2CCNc3cc(Nc4ccccc4)ncc3C2)c1
  12-LOX inh: 2%[176 µM]
O=C(c1ccccn1)N1CCn2c(nn(-c3ccc(Cl)cc3)c2=O)C1
  12-LOX inh: 2%[6.33 µM]

Additional records:
SMILES	12-LOX inh
CC(=O)N1CC2(CCN(Cc3ccc(Cl)cc3)CC2)Cc2ccccc21	?
O=C(NCc1nnc2c(-c3nc(C4CC4)no3)cccn12)c1nccc2ccccc12	75%[activator]
Cc1cc2ncc(C(=O)NCc3ccc(C)o3)cn2n1	-1%[176 µM]
COCCc1noc(-c2ccc(N(C)Cc3ccnc(C)c3)nc2)n1	19%
O=C1Cc2c(-c3ccccc3Oc3ccccc3)n[nH]c2CN1CC1CCOCC1	3%[176 µM]
COc1ccc2c3n([n+]([O-])c2c1)C(C)CN=C3c1ccc(Cl)cc1 (stereo unspecified)	?
